Assay outcomes deposited in PubChem BioAssay by The Scripps Research Institute Molecular Screening Center.
TDP2 inh – human TDP2 enzyme inhibitors, primary screen, biochemical, epi absorbance, recombinant enzyme | Tyrosyl-DNA phosphodiesterase 2 (Homo sapiens), O95551 | T5PNP hydrolysis, p-nitrophenol absorbance 415 nm | inhibition, % at 12.8 µM | 370,000 tested, 0.34% active | AID 720702, 2013;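 active = inhibition above the mean of all tested compounds plus 3 SD, set per campaign, cut at about 25% in these data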;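 also: 0% = DMSO with enzyme and 100% = buffer with substrate but no TDP2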
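Test system: human TDP2 enzyme; Input: 120 nM TDP2 per well; Buffer or medium: Mg2+-containing Tris-HCl buffer, pH 7.5; Reagent: 5 mM T5PNP; Dosing: 12.8 µM single point, 1% DMSO; Incubation: reaction 2 h, 37 °C; Detection: p-Nitrophenol epi absorbance; Read-out: % inhibition relative to enzyme-containing and enzyme-free wells; Replicates: single well per compound.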
PLC-gamma1 inh – PLC-gamma1 enzyme inhibitors, primary screen, biochemical, fluorescence, purified enzyme; 1-phosphatidylinositol 4,5-bisphosphate phosphodiesterase gamma-1 (Homo sapiens), P19174; fluorogenic substrate; inhibition, % at 12.2 µM; 370,000 tested, 0.84% active; in the data active = inhibition above about 9.5%
DDE Tn7 FP inh – inhibitors of Tn7 peptide binding to fibrin DD(E), primary screen, biochemical, fluorescence polarization, human fibrin, Tn7 probe; Fibrinogen beta chain (Homo sapiens), P02675; 370,000 tested, 0.13% active; FP displacement of FITC-Tn7 peptide from fibrin DD(E); 0% = median of compound wells per plate; inhibition, % at 8.3 µM;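 active = inhibition above the mean of compounds falling within the control limits plus 3 SD of them, cut at about 14% in these data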;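 also: 0% = plate median of compound wells and 100% = 10 µM Aha-Tn7 peptide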
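Assay system: human fibrin DD(E) protein / Input: 2 µM fibrin DD(E) / Benchmarks: high control of 10 µM Aha-Tn7 peptide / Measured by: fluorescence polarization of the labelled Tn7 tracer / Medium: Tris buffer with calcium and detergent, pH 7.8 / Timing: 10 min compound pre-incubation, 3 h probe incubation at room temperature / Repeats: one replicate per compound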
ASAP1 inh – inhibitors of human ASAP1 ArfGAP activity, primary screen, biochemical, fluorescence polarization; Arf-GAP with SH3 domain, ANK repeat and PH domain-containing protein 1 (Homo sapiens), …; ASAP1-stimulated ARF1 GTP hydrolysis, GDP FP detection; inhibition, % at 16.5 µM; 360,000 tested, 0.19% active; AID 624377, 2012; in the data active = inhibition above about 25%;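 also: 0% = vehicle with enzyme and substrate and 100% = no enzyme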
Target sequence (Q9ULH1 325-724 limits assumed): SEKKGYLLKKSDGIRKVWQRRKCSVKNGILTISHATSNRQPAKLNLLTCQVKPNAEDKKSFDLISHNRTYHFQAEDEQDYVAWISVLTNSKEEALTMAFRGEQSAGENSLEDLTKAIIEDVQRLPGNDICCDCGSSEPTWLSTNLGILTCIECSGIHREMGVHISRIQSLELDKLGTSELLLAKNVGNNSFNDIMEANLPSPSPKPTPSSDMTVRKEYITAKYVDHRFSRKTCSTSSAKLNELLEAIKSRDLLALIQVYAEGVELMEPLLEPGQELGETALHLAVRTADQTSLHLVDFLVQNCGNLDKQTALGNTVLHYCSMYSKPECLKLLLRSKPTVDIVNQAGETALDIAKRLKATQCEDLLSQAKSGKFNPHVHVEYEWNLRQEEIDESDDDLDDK
proKLK7 act – proKLK7 zymogen activators, primary screen, biochemical, fluorescence intensity; purified proKLK7, EDANS-DABCYL substrate fluorescence; 100% is mature enzyme control, 0% vehicle; activation, % at 7 µM; 370,000 tested, 0.9% active; AID 652039, 2013;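 active = activation above the mean of all tested compounds plus 3 SD, computed per campaign excluding outliers beyond control limits, cut at about 13% in these data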
Target sequence (P49862 whole entry, looked up): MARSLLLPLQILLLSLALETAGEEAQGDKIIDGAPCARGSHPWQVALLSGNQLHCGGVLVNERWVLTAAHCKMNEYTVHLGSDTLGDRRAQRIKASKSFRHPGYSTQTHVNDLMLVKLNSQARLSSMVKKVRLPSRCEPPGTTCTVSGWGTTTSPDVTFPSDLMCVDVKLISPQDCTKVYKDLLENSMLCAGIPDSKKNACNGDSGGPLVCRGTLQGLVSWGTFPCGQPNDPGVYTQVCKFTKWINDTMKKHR
ADAM17 inh – ADAM17 inhibitors, primary screen, biochemical, QFRET; Disintegrin and metalloproteinase domain-containing protein 17 (Homo sapiens), P78536; recombinant ADAM17, EDANS/DABCYL FRET peptide cleavage; inhibition, % at 6.95 µM; 370,000 tested, 0.83% active; AID 720648, 2013;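 active = inhibition above the mean of compounds lying between control limits plus 3 SD, set per campaign, cut at about 8.5% in these data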;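 also: 0% = DMSO-only wells as the low control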
LEDGF integ inh – blockers of LEDGF/p75-dependent integrase strand transfer – biochemical, TR-FRET, high throughput, primary screen. TR-FRET IN-LEDGF/p75 DNA integration, Eu/Cy5. inhibition, % at 3.7 µM. 370,000 tested, 0.64% active;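 active = inhibition above the screen-wide mean plus 3 SD, cut at about 13% in these data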;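 also: signal is the Cy5 over europium emission ratio at 671 and 618 nm; 0% = plate median of compound wells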
DDE Tn6 FP inh – inhibitors of Tn6 peptide binding to fibrin DD(E), primary screen, biochemical, fluorescence polarization, human fibrin, Tn6 probe | Fibrin DD(E) TRITC-Tn6 fluorescence polarization displacement | inhibition, % at 8.3 µM | 370,000 tested, 0.21% active | Fibrinogen beta chain (Homo sapiens), P02675;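 active = inhibition above a per-campaign cutoff: mean of compounds within control limits plus 3 SD, cut at about 15% in these data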;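 also: 0% = median of all compound wells on the plate and 100% = blocking peptide control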
ARFGAP1 inhibitor – inhibitors of rat ARFGAP1 GAP activity, primary screen, biochemical, fluorescence polarization, GDP tracer | Arfgap1-stimulated ARF1 GTP hydrolysis, GDP FP detection | inhibition, % at 16.5 µM | 360,000 tested, 0.26% active;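 active = inhibition above a per-plate limit, mean inhibition of low control wells plus 3 SD, cut at about 25% in these data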;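 also: 0% = DMSO wells with enzyme and 100% = wells lacking Arfgap1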
Target sequence (Q62848 1-136 limits assumed): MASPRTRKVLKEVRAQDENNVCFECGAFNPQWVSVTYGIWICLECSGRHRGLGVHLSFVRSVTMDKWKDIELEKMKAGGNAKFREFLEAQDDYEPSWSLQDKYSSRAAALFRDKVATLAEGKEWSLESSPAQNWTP
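Material: rat Arfgap1 GAP domain (His6, aa 1-136), purified enzyme. Also added: human ARF1(Δ1-17)-GTP substrate. Compound dosing: 16.5 µM single point, 1.26% DMSO. Timing: enzyme reaction 120 min at 25 °C after 20 min preincubation. Signal: GDP detection by fluorescence polarization. Read-out basis: percent inhibition of GAP-stimulated GDP formation, scaled between DMSO and no-Arfgap1 medians.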
ADAM10 inh – human ADAM10 inhibitors, primary screen, biochemical, QFRET, HTS; Disintegrin and metalloproteinase domain-containing protein 10 (Homo sapiens), O14672; recombinant ADAM10, EDANS/DABCYL FRET peptide cleavage, 3 h; inhibition, % at 7 µM; 370,000 tested, 0.62% active; AID 720582, 2013;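 active = inhibition above a per-campaign cutoff equal to the mean of compounds falling between control-based bounds plus 3 SD, cut at about 20% in these data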;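 also: 0% = DMSO wells while the 100% control is not disclosed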
Active calls of the source: *; i = inactive; . = not tested or not shown.

Every second line gives: TDP2 inh, PLC-gamma1 inh, DDE Tn7 FP inh, ASAP1 inh, proKLK7 act, ADAM17 inh, LEDGF integ inh, DDE Tn6 FP inh, ARFGAP1 inhibitor, ADAM10 inh
- Cc1ccc2c(c1)C1CC(C)(O2)N(c2cccc(C(=O)NC3CCN(Cc4ccccc4)CC3)c2)C(=O)N1 (stereo unspecified)
    -12, 1, 4, -21, -0.5, -1, -4, 6, -1, 4
- COc1ccc(Cn2nnnc2CN(Cc2cc3cc(C)ccc3[nH]c2=O)C2CCCC2)cc1
    -2, -46, -2, 0, 1.7, -7, 0, 3, -13, -33
- O=C(Nc1ccccc1)N1CCN(c2nc(-c3ccccc3)ns2)CC1
    -7, 2, 0, 5, 0.3, 2, 2, -7, 1, 5
- Cc1ccc(C(=O)N(Cc2cccnc2)Cc2cc3cc(C)ccc3n3nnnc23)cc1
    6, -1, 5, -6, -0.4, -3, -2, 2, -1, -2
- CCc1ccc(NC(=S)N2CCN(S(=O)(=O)c3ccccc3)CC2)cc1
    -1, 1, 4, -10, 0.2, -1, 1, 10, -3, 0
- CN(C)c1ccc(C=C2C(=O)OC(C)(C(C)(C)C)OC2=O)cc1 (stereo unspecified)
    -2, 3, -5, 7, -0.1, 1, 1, 1, 9, 3
- CC(C)=C1C2CCC1C(C(=O)Nc1sc(C)c(-c3ccc(C(C)C)cc3)c1C(N)=O)C2C(=O)O (stereo unspecified)
    -2, -2, 4, -5, -0.3, -4, 1, -4, -9, 4
- CC(C)(C#CC(O)(c1ccccc1)c1ccccc1)N1CCCC1
    -13, 1, -3, -12, -0.4, -3, -3, 1, 2, -4
- CCN(CCCNC(=O)Cn1cc2c(n1)CCCC2)c1cccc(C)c1
    1, -1, -8, -6, -1.1, 0, 1, -3, 12, -2
- CCCc1nc2ccccc2c(=O)n1CC(=O)c1ccc(F)cc1
    2, -1, 9, -7, 0.7, 3, 0, 1, -1, 7
- Cc1ccc(-c2nc3[nH]c(=O)cc(NC(=O)c4cccs4)n3n2)cc1
    2, 3, -5, 7, -0.1, 1, 2, 2, -2, 8
- CCOC(=O)c1ccc(/[N+]([O-])=C/c2ccccc2)cc1
    1, -2, -2, 12, -0.1, -2, 4, 12, 2, 4
- CCOc1ccc(C(=O)N2CCC(C(=O)c3ccc4c(c3)OCCO4)CC2)cc1
    -1, -2, 4, 4, 0.1, -5, 3, 2, 12, -5
- CCCCN=Cc1sc2ccc(OCC)cc2c1O
    -3, -14, -2, 1, 1.5, -10, -4, 7, 9, -38
- Cc1cccn2cc(-c3c[nH]c4ccccc34)nc12
    -14, -317, -3, 2, 16*, -221, 5, -7, 6, i
- CSCCC(NC(=O)c1ccccc1)C(=O)NC1CC1 (stereo unspecified)
    -2, 0, 0, -2, 0.4, -2, 1, 1, -5, 3
- O=C(CSCc1ccccc1)Nc1nccs1
    2, 2, -2, 4, -0.2, 0, -2, 1, 2, -3
- Cc1ccccc1-n1ccnc1SCC(=O)O
    -15, 8, 0, 4, -0.5, 4, -3, -6, 1, 10
- Cc1cc(/C=C2\SC(=O)N(C)C2=O)c(C)n1-c1ccc(O)cc1
    4, -16, 9, 1, 0.9, -2, 2, -1, -8, 1
- CCOc1ccc(Nc2nc(Cc3nnc(SCC(=O)N(CC)CC)n3C)cs2)cc1
    2, 2, -1, 8, -0.2, -1, 0, 5, 2, 3

The list continues:
SMILES,TDP2 inh,PLC-gamma1 inh,DDE Tn7 FP inh,ASAP1 inh,proKLK7 act,ADAM17 inh,LEDGF integ inh,DDE Tn6 FP inh,ARFGAP1 inhibitor,ADAM10 inh
O=C(/C=C/c1ccccc1)Oc1cccc(C(=S)N2CCOCC2)c1,6,-3,2,-4,0.7,-2,-1,2,-5,-5
CC(=O)Nc1ccc(S(=O)(=O)N(C)CC(=O)Nc2ccc(Br)cc2F)cc1,2,-1,5,6,0.4,-4,-2,-3,-9,-6
Cn1c(=O)[nH]c(=O)c2c1nc(CN1CCN(c3ccccc3F)CC1)n2CC(N)=O,-12,4,1,-1,0.4,-2,1,-5,-8,-5
O=C(COC(=O)c1ccccc1O)NCCc1c[nH]c2ccccc12,-2,-2,6,-10,3.0,-3,-2,5,4,-12
CCN(CC(=O)NCc1ccc(Cl)cc1)C(=O)/C=C/c1ccc(C#N)cc1,-12,2,0,0,-0.3,1,4,0,-1,6
Cc1[nH]n(-c2ccc(Cl)cc2)c(=O)c1C(=O)c1ccccc1,-2,1,1,12,0.0,-277,-2,2,9,-8
O=C(Nc1cccc(S(=O)(=O)NC2=NCCC2)c1)c1cc(F)c(F)c(F)c1F,-1,2,6,5,0.0,1,4,10,9,4
Cc1ccc2c(c1)N(CCC(=O)NC(C)C)C(=O)CO2,-1,-3,4,0,-0.6,-7,-1,1,4,-1
CNc1nc(NC)c2cn[nH]c2n1,-13,2,-9,8,-0.1,-6,2,2,9,-29
OCC[C@H]1C[C@@H](O)[C@H](O)[C@]2(OCCCc3ccccc32)O1,2,3,6,6,0.1,-3,0,-3,2,4
O=C1CCCCCN1CP(=O)(O)CN1CCCCCC1=O,9,1,6,4,-0.2,-1,0,-1,-6,-1
O=C(NCCN1CCNC1=O)c1ccc2sc([C@@H]3O[C@H](CO)[C@H](O)[C@H](O)[C@H]3O)nc2c1,8,4,-3,-20,-0.2,-4,1,2,-10,-7
CC12CCC(=O)N1C(C(=O)NNC(=O)c1ccc(F)cc1)CS2 (stereo unspecified),6,3,-5,-1,-0.5,-1,1,-5,11,-8
COc1ccc2c(c1)[C@@]1(NCCc3c1[nH]c1ccc(OC)cc31)C(=O)N2C,0,-2,-6,.,-0.4,-2,3,-1,.,7
Cc1ccc(C(=O)NCCNC(=O)COc2ccc(C)c(C)c2)cn1,4,2,1,0,-0.7,-2,-3,3,-1,2
Cc1cccc(C(=O)Nc2cccnc2Cl)c1,11,-2,-8,-13,-0.2,1,3,4,-1,-3
CC1(C)CC2(CCO1)N1CC3(C)CN2CC(C)(C1)C3O (stereo unspecified),-6,0,0,7,0.1,-1,1,-2,-11,3
O=c1[nH]c(Cn2nnc(-c3ccccc3)n2)nc2scc(-c3ccccc3)c12,-10,6,2,-16,0.3,3,5,5,-8,9
CN(C)C(=O)CCc1ccc2c3c([nH]c2c1)[C@]1(CCC2CCCC2)[C@@H](C(=O)N2CCOCC2)C[C@H](CC(=O)NCc2cccc(C(F)(F)F)c2)C(=O)N1CC3,3,-1,-1,15,-0.6,1,-2,-14,4,-7
CCc1nc2c(OCc3ccc4c(c3)OCO4)cccn2c1N(C=O)Cc1ccccc1,-5,-10,-11,12,0.6,0,1,-4,14,0
Cc1nc(NC(=O)c2cc3ccccc3o2)sc1C,8,-26,7,2,0.2,2,-1,-8,12,11
CC(NC(N)=O)C(=O)NCC(=O)OCc1ccccc1 (stereo unspecified),-5,5,3,11,-0.6,-3,0,-4,12,-10
CN(CC(=O)Nc1ccccc1Br)C(=O)c1ccccc1-c1nc2ccccc2s1,-2,-3,-4,-6,0.0,-1,-3,7,-1,-7
CCc1ccc(-c2ccc(SCC(=O)NCC3CCCO3)nn2)cc1 (stereo unspecified),-10,2,2,4,-0.1,0,3,3,-5,-2

An excerpt from above, showing only proKLK7 act:
mol	proKLK7 act
O=C(CSCc1ccccc1)Nc1nccs1	-0.2
Cc1ccccc1-n1ccnc1SCC(=O)O	-0.5
Cc1cc(/C=C2\SC(=O)N(C)C2=O)c(C)n1-c1ccc(O)cc1	0.9

The main list resumes, repeating the 2 entries before the break.
SMILES,TDP2 inh,PLC-gamma1 inh,DDE Tn7 FP inh,ASAP1 inh,proKLK7 act,ADAM17 inh,LEDGF integ inh,DDE Tn6 FP inh,ARFGAP1 inhibitor,ADAM10 inh
CN(CC(=O)Nc1ccccc1Br)C(=O)c1ccccc1-c1nc2ccccc2s1,-2,-3,-4,-6,0.0,-1,-3,7,-1,-7
CCc1ccc(-c2ccc(SCC(=O)NCC3CCCO3)nn2)cc1 (stereo unspecified),-10,2,2,4,-0.1,0,3,3,-5,-2
COc1ccccc1NC(=O)N1CCN(c2ccccn2)CC1,3,0,3,8,-0.2,-9,-3,0,-13,-25
Cc1ncc(S(=O)(=O)c2ccc(Cl)cc2)c(N)n1,-18,5,5,-5,0.3,-5,4,-3,2,-3
COc1cccc(-c2nnc(SCC(=O)N3CC(C)CC(C)C3)o2)c1 (stereo unspecified),-8,6,-11,7,0.4,6,-1,-10,7,-6
Cc1cccc(NC(=O)c2ccc(-c3ccccc3[N+](=O)[O-])o2)c1,-6,-7,-2,-6,0.4,1,8,-7,5,7
